UPR XBP1 act – adaptive UPR (XBP1) activation | CHO-XBP1 luciferase reporter, IRE1-XBP1 UPR activation, luminescence; percent of tunicamycin response, DMSO as zero | activation, % at 20 µM | 330,000 compounds, 0.33% hits | AID 463104;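 active = versus positive control, 20 µM dose yields 30% or more activation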;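 note: 100% = tunicamycin at 10 µg/mL and 0% = DMSO only wells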
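Test system: CHO-XBP1 luciferase reporter cells | Buffer or medium: Serum-containing F12 medium, 10% FBS | Schedule: 6 h compound exposure at 37 °C, 5% CO2 | Detection: Steady-Glo luciferase glow luminescence, 10 min after reagent addition | Read-out basis: Activation, % of tunicamycin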
UPR CHOP act – activators of apoptotic arm of unfolded protein response (CHOP); activation, % at 10 µM; 330,000 compounds, 0.34% hits; AID 449763; CHO-CHOP luciferase reporter, UPR activation, luminescence; percent of tunicamycin response over DMSO baseline;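 active = at 10 µM dose, activation of 40% or more, normalized to positive control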;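 note: 100% = tunicamycin at 10 µg/mL and 0% = DMSO alone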
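System: CHO CHOP reporter cells. Amount: 500 cells per well. Buffer or medium: F12 medium, 10% FBS. Compound dosing: one dose, 10 µM in 0.5% DMSO. Incubation: 6 h compound exposure at 37 °C after overnight seeding. Technique: Steady-Glo luciferase luminescence. Benchmarks: tunicamycin and DMSO controls.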
697 NFkB inh – lowers PMA/ionomycin-induced NF-kB signal in 697 B cells. 697 B-cell NF-kB luciferase reporter, 16 h. inhibition, % at 4 µM. 330,000 compounds, 0.33% hits; in the data active = inhibition above about 35%
Mdm2 MdmX PPI – inhibitors of human Mdm2/MdmX interaction | inhibition, % at 8 µM | AID 485346 | O15151+Q00987 | SaOS-2 split-luciferase Mdm2/MdmX complementation, luminescence | 330,000 compounds, 3% hits;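 active = inhibition of at least 50% at 8 µM in the primary screen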
APJ ag – activates the human apelin receptor APJ; P35414; CHO-K1 APJ PathHunter beta-arrestin, luminescence; 0% DMSO wells, 100% apelin; activation, % at 20 µM; 330,000 compounds, 0.11% hits; AID 2520;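 active = activation more than six SD over the plate average, tested at 20 µM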;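 note: 0% = DMSO alone and 100% = apelin-13 at 10 nM; some results filed as inactive read as strong as hits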
Target sequence (P35414 whole entry, looked up): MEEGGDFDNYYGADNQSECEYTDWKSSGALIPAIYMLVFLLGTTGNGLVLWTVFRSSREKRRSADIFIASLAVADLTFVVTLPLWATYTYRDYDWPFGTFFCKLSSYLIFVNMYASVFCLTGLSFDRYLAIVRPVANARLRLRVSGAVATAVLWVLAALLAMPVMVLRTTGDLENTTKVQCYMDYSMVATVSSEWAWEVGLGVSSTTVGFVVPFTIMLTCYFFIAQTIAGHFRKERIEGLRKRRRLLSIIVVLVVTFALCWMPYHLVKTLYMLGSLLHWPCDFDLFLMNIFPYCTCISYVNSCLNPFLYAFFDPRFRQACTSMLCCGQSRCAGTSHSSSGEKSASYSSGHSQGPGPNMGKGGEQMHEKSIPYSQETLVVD
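Test system – PathHunter CHO-K1 APJ (AGTRL-1) beta-arrestin reporter cells · Input – 1000 cells/well · Compound – single test compound dose, 20 µM final, 1% DMSO · Times – compound stimulation 90 min at 25 °C, detection 60 min · Technique – beta-gal luminescence · Read-out basis – APJ–arrestin association signal · Control set – negative DMSO alone, positive Apelin-13 at 10 nM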
tim23-1 inh – tim23-1 yeast growth inhibition; S. cerevisiae tim23-1 growth, BacTiter-Glo luminescence, 24 h; inhibition, % at 20 µM; 330,000 compounds, 1.3% hits;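 active = growth inhibition of the mutant yeast at or above 50%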;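 note: temperature-sensitive mutant grown at 25 °C; plate controls were DMSO-treated mutant yeast for no effect and medium wells lacking yeast for full effect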
Jurkat NFkB inh – inhibitors of the PMA/ionomycin-induced NF-kB reporter in Jurkat cells; PMA/ionomycin-induced NF-kB luciferase reporter, luminescence; inhibition, % at 4 µM; 330,000 compounds, 0.53% hits; AID 435003; in the data active = inhibition above about 50%
APJ antagonist – blocks the human apelin receptor APJ | AID 2521 | 330,000 compounds, 0.32% hits | CHO-K1 APJ beta-arrestin complementation, luminescence | P35414 | inhibition, % at 20 µM;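 active = inhibition above about 40% at 20 µM, limit read from the data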;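 note: cells challenged with 10 nM apelin-13 agonist together with compound; plate controls were apelin-13 plus DMSO wells for no effect and DMSO wells lacking apelin-13 for full effect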
* marks the source's active call; other numbers are inactive results.

Start of the data: the first three entries as a preview:
SMILES | UPR XBP1 act | UPR CHOP act | 697 NFkB inh | Mdm2 MdmX PPI | APJ ag | tim23-1 inh | Jurkat NFkB inh | APJ antagonist
COc1ccc(-c2nn(-c3ccccc3)cc2/C=C/C(=O)NCCCn2ccnc2)cc1OC | 3 | 0.1 | 14 | 35 | -1 | 13 | 16 | 12
CC(C)c1ccc(NC(=O)CCN2C(=O)c3ccc([N+](=O)[O-])cc3C2=O)cc1 | -3 | 2.2 | 18 | -27 | 7 | 18 | 6 | -60
CCCS(=O)(=O)N1CCN(C(=O)c2ccc(-c3ccccc3)cc2)CC1 | -4 | -1.6 | 1 | 12 | 5 | 34 | 4 | -5

All compounds of this part (from the top)
SMILES | UPR XBP1 act | UPR CHOP act | 697 NFkB inh | Mdm2 MdmX PPI | APJ ag | tim23-1 inh | Jurkat NFkB inh | APJ antagonist
COc1ccc(-c2nn(-c3ccccc3)cc2/C=C/C(=O)NCCCn2ccnc2)cc1OC | 3 | 0.1 | 14 | 35 | -1 | 13 | 16 | 12
CC(C)c1ccc(NC(=O)CCN2C(=O)c3ccc([N+](=O)[O-])cc3C2=O)cc1 | -3 | 2.2 | 18 | -27 | 7 | 18 | 6 | -60
CCCS(=O)(=O)N1CCN(C(=O)c2ccc(-c3ccccc3)cc2)CC1 | -4 | -1.6 | 1 | 12 | 5 | 34 | 4 | -5
COCCNC(=O)C(c1ccc(C)o1)N(Cc1ccc(F)cc1)C(=O)Cn1nnc2ccccc21 (centres undefined) | -1 | -2.7 | 10 | 17 | -2 | 7 | -5 | -11
CCCNS(=O)(=O)c1ccc2c(c1)CCCN2C(C)=O | 1 | 1.1 | 16 | -7 | 2 | 10 | -1 | 10
O=C(CSc1nc2ccccc2c(=O)[nH]1)Nc1ccc(Br)cc1 | -1 | 0.3 | -4 | 22 | -2 | -3 | 3 | 17
O=C1CC(c2ccco2)Sc2nc3ccccc3n21 (centres undefined) | 0 | 7.4 | -20 | 11 | 4 | 35 | -20 | 9
CN(C(=O)CCN1CCCO1)C1CCCN(Cc2ccccc2F)C1 (centres undefined) | -2 | 2.6 | -7 | 14 | 7 | -9 | 11 | 16
O=C(c1c(F)cccc1F)N1CCC(O)(c2ccc(F)cc2)CC1 | -2 | 1.4 | 5 | -2 | 1 | -6 | 3 | -19
Cc1c(Cl)cnc(NC(=O)COC(=O)CNC(=O)c2ccccc2)c1Cl | -2 | 0.7 | 5 | 2 | -1 | 10 | 9 | -4
CCOc1ccc(N(CC(=O)NCc2cccc(OC)c2)S(=O)(=O)c2c(C)noc2C)cc1 | 1 | 0.1 | 1 | -5 | 0 | 35 | 3 | 7
CN(CCOc1ccc(Cl)cc1)C(=O)c1cc(S(=O)(=O)N2CCOCC2)ccc1N1CCCC1 | -3 | 1.7 | 10 | 5 | -4 | 19 | -4 | 9
Cc1ccc(-c2[nH]c3cc(C(N)=O)ccc3c(=O)c2O)cc1 | 3 | 0.7 | -15 | 34 | 5 | 17 | 3 | -23
CCOC(=O)C(c1ccccc1)C(Nc1ccc(Cl)c(Cl)c1)c1ccccn1 (centres undefined) | 0 | -1.0 | 3 | 17 | -3 | -3 | 3 | 8
O=c1c2cccnc2[nH]c(=S)n1CCCN1CCN(c2ccccc2F)CC1 | 2 | -2.0 | -55 | 33 | -4 | 1 | -11 | 0
COc1ccc(OC)c(-c2oc3ccccc3c(=O)c2O)c1 | 16 | -0.6 | -5 | 26 | -1 | 19 | 1 | 6
Cc1cccc(N(Cc2ccccc2)C(=O)c2cccc(S(=O)(=O)N3CC(C)OC(C)C3)c2)c1 (centres undefined) | -1 | -0.3 | -8 | 15 | 2 | 31 | 8 | 11
Cc1ccc(N2CC(C(=O)N/N=C/c3sccc3C)CC2=O)cc1 (centres undefined) | -1 | -0.5 | -14 | -20 | 1 | 11 | -1 | -7
CC(=O)c1cccc(N(C(=O)CNC(=O)c2ccco2)C(C(=O)NC2CCCC2)c2ccc(C)o2)c1 (centres undefined) | -2 | -1.6 | -7 | 2 | -3 | 8 | -6 | 13
O=C(Nc1nc(-c2ccco2)c(-c2ccco2)s1)c1cnccn1 | 5 | 11 | -3 | 23 | -2 | 5 | 7 | -50
CC(Oc1cccc(Cl)c1)C(=O)Nc1ccc(S(=O)(=O)NC2=NCCCCC2)cc1 (centres undefined) | -4 | 1.5 | -12 | 9 | -2 | -10 | -11 | -50
Cc1ccc(C(=O)Nc2ccon2)cc1S(=O)(=O)N1CCCC1 | 1 | -0.9 | 15 | -5 | -2 | 10 | 5 | 10
CC(=NNC(=O)COc1cccc(C)c1)c1cccnc1 | -1 | -1.5 | 8 | -19 | 1 | -8 | 15 | -17
O=C(O)c1ccccc1NCCO | -5 | 3.2 | 11 | 13 | -4 | 3 | 0 | 12
O=c1c(-c2c(O)cc(O)c3c2O[C@H](c2ccc(O)cc2)CC3)c(-c2ccc(O)cc2)oc2cc(O)cc(O)c12 | 2 | 2.5 | 11 | 23 | 1 | 15 | -6 | -7
CC1=CCC2C(=O)N(c3ccc(C(=O)N4CCCCCC4)cc3)C(=O)C2C1 (centres undefined) | -1 | -3.2 | 1 | 9 | 2 | 8 | -12 | 3
CCN(CC(=O)Nc1ccc(NC(C)=O)cc1)Cc1c(O)ccc2cc(Br)ccc12 | -4 | 0.2 | -16 | 10 | 0 | 12 | -16 | 6
Cc1cccc(OCc2nnc(SCC(=O)N3CCN(C(=O)c4ccco4)CC3)n2C)c1C | 0 | 0.2 | 5 | -15 | -2 | 15 | -9 | -7
CCn1c(O)c(C=Nc2ccccc2)n(-c2ccccc2)c1=S | 2 | -0.5 | -39 | 9 | -2 | 19 | -14 | -14
CCCC(=O)Nc1ccc(C(=O)N/N=C/c2cccnc2)cc1 | -2 | 0.0 | -20 | 28 | -3 | 3 | -2 | 7
Cc1ccc(NC(=O)NNC(=O)c2ccc3c(c2)NC(=O)C(C)(C)O3)cc1 | -7 | 1.3 | 14 | 19 | -2 | 8 | 4 | -7
COc1cccc(NC(=O)CN2C(=O)COc3ccc(S(=O)(=O)N4CCOCC4)cc32)c1 | 0 | -1.7 | 17 | 12 | -3 | -3 | -1 | 10
COc1ccc(CCNc2c(C=O)c(=O)[nH]c3ccccc23)cc1OC | -2 | -0.9 | -24 | 2 | -3 | 8 | -5 | -2
CCCCNC(=O)CN1C(=O)NC2NC(=O)NC21 (centres undefined) | -2 | 0.6 | 7 | 10 | -3 | -3 | -10 | 13
CC(OC(=O)c1snc(C(=O)NC2CCCCC2)c1N)C(=O)NC(C)(C)C (centres undefined) | -2 | 2.0 | -25 | -6 | 3 | 30 | 13 | -5
CCOC(=O)N1CCC(N2Cc3cccc(C(=O)Nc4ccc(CC)cc4)c3C2=O)CC1 | 2 | 1.7 | 11 | 30 | -4 | 29 | 6 | 9
Cc1nc(SCC(=O)Nc2cc(C)on2)c2c(=O)n(C)c(=O)n(C)c2n1 | 0 | -0.5 | 8 | 1 | -1 | 23 | -4 | 9
O=C(O)c1cccc(S(=O)(=O)NCCC(c2ccccc2)c2ccccc2)c1 | -1 | 0.8 | -4 | 20 | -7 | 6 | 2 | -17
COc1cc(OC)cc(C(=O)Nc2ccc(NC(=O)c3ccco3)c(C)c2)c1 | 2 | 3.6 | -55 | -31 | 1 | 35 | -56 | -10
CC(C)CC(CO)N1CCN(C(=O)c2cccc(Cl)c2)CCC1=O (centres undefined) | -3 | -0.1 | 18 | 16 | -3 | -3 | -1 | 15
O=c1ccc2ccc(O[C@@H]3O[C@H](CO)[C@@H](O)[C@H](O)[C@H]3O)c(O)c2o1 | -3 | -1.8 | 10 | 11 | -5 | -9 | 8 | 7
Cc1cc(C(F)(F)F)nn1CC(=O)Nc1cccnc1 | -4 | -0.5 | 18 | 16 | -2 | 5 | 23 | 14
CC(=NCCc1ccccc1)C1=C(O)CSC1=O | 5 | -4.7 | -10 | -2 | 0 | 8 | -14 | -1
Cc1ccc(NC(=O)c2ccc(OCC3CCCO3)cc2)cc1 (centres undefined) | -2 | 0.9 | -107 | -50 | -1 | 3 | -118 | -5
CC(OC(=O)C1=COCCO1)C(=O)Nc1ccc(Oc2ccccc2)cc1 (centres undefined) | 1 | -1.5 | 11 | 23 | 15 | 18 | -15 | 17
CC(=O)COc1ccccc1OC(=O)c1ccco1 | -2 | -1.6 | 8 | -20 | -2 | 17 | 13 | 7
N#Cc1ccc(-n2nnc3ccccc3c2=O)c([N+](=O)[O-])c1 | 2 | 0.6 | 1 | 12 | 4 | 14 | 8 | -67
COC/C=C/C1=CC2=CC(=O)C(C)(OC(=O)c3cnc4ccccc4n3)C(=O)C2=CN1CC1CC1 (centres undefined) | 1 | -0.3 | 12 | 4 | 11 | -6 | -1 | -59
NNC(=O)c1nnn(-c2nonc2N)c1CN1CCc2ccccc2C1 | -2 | -0.2 | 13 | 2 | 1 | 24 | 9 | -38
CC1CCCC(NCC(O)COC(c2ccc(F)cc2)c2ccc(F)cc2)C1C (centres undefined) | 16 | 1.3 | -6 | 98* | 0 | 14 | -4 | 18
O=C(CN1CCOCC1)Nc1nc(-c2ccc3c(c2)CCN3S(=O)(=O)c2ccccc2)cs1 | 2 | 0.7 | -54 | 14 | 0 | -7 | 3 | 0
CON(C)S(=O)(=O)c1cccc(C(=O)N(CC(=O)Nc2ccccc2C(F)(F)F)Cc2ccco2)c1 | -3 | -1.9 | 2 | 6 | -3 | 19 | -26 | -4
Cc1cc(SCC(=O)OCC(=O)N(CCC#N)c2ccccc2)nc2ccccc12 | -3 | 0.6 | 9 | 1 | -3 | 9 | -5 | -38
C[C@H]1CCC(=O)N([C@H](CN=[N+]=[N-])Cc2ccccc2)CC1 | 0 | -0.3 | -19 | -3 | 3 | 19 | -11 | -63
CC1CCN(C(=S)NC(=O)c2ccc(F)cc2)CC1 | -2 | 1.0 | -11 | 19 | -1 | 4 | 12 | -4
COc1ccc(/C=N/NC(=O)Nc2cccc3nsnc23)c(OC)c1 | 20 | -2.6 | 1 | 40 | 1 | -30 | 6 | -1
O=C(NCC1OCCc2ccccc21)c1ccco1 (centres undefined) | -1 | 2.2 | 0 | -2 | -2 | 18 | 7 | -4
CC(C)Oc1ccc(Br)cc1C(=O)N/N=C/c1c[nH]c2ccccc12 | 4 | -2.0 | 7 | 47 | -2 | 24 | 11 | 2
Cc1ccc(C(=O)OCC(=O)NCc2cccs2)cc1C | -3 | 0.0 | 9 | 11 | -4 | 14 | -19 | -8
Cc1ccc(S(=O)(=O)N(C)C)cc1NC(=O)C1CCN(C(=O)Nc2ccccc2)CC1 | -2 | -0.8 | 7 | 11 | 6 | -8 | -15 | 10
Cn1cnc2c1c(=O)[nH]c(=O)n2C | -6 | -0.1 | 9 | 18 | 0 | -14 | 2 | 13

5 entries from above, ordered by the number in APJ ag, falling:
SMILES	UPR XBP1 act	697 NFkB inh	Mdm2 MdmX PPI	APJ ag	Jurkat NFkB inh	APJ antagonist
Cc1cccc(N(Cc2ccccc2)C(=O)c2cccc(S(=O)(=O)N3CC(C)OC(C)C3)c2)c1 (centres undefined)	-1	-8	15	2	8	11
O=c1c(-c2c(O)cc(O)c3c2O[C@H](c2ccc(O)cc2)CC3)c(-c2ccc(O)cc2)oc2cc(O)cc(O)c12	2	11	23	1	-6	-7
O=C(CN1CCOCC1)Nc1nc(-c2ccc3c(c2)CCN3S(=O)(=O)c2ccccc2)cs1	2	-54	14	0	3	0
COc1ccc(-c2nn(-c3ccccc3)cc2/C=C/C(=O)NCCCn2ccnc2)cc1OC	3	14	35	-1	16	12
O=c1c2cccnc2[nH]c(=S)n1CCCN1CCN(c2ccccc2F)CC1	2	-55	33	-4	-11	0

This is a random part of the collection; any-hit rate near 5%.
